iPSC survival up: enhancers of single-cell hiPSC survival, primary screen, ATPlite luminescence | 360,000 tested, 0.044% active | survival enhancement, % at 20 µM | 100% = ROCK inhibitor wells, 0% = DMSO; in the data active means survival enhancement above about 18%;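 further: cells exposed to compounds for 16 hours before the ATP read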
MITF TRPM1 inh: inhibitors of MITF-dependent TRPM1 promoter reporter, primary screen, cell-based, SK-MEL-5, single point, luciferase | inhibition, % at 12.5 µM | SK-MEL-5 TRPM1 promoter luciferase, 24 h | 330,000 tested, 0.83% active | AID 488899, 2010;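 active means mean inhibition across replicates of 60% or more, whatever share of single replicates reaches that level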; further: values of inactives mirror those of a sister screen read the other way
aDG glyco act: activators of alpha-DG glycosylation, primary screen, uHTS, Pro5-aDG cells, AlphaScreen; 360,000 tested, 0.22% active; activation, % at 10 µM; alpha-DG glycosylation AlphaScreen (IIH6); 0% Pro5, 100% B10-LARGE cell signal;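 active means activation of at least 8% versus controls, or a plate z-score of at least 8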;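 further: Pro5 are CHO cells carrying HIG-tagged alpha-DG that lacks glycosylation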
Peg3 promoter: Peg3 promoter-driven luciferase inhibitors, primary screen, cell-based, HeLa, luciferase luminescence. HeLa PEG-Prom luciferase reporter, overnight. inhibition, % at 20 µM. 360,000 tested, 1.7% active. AID 588405, 2011;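 active means inhibition of at least 50% at 20 µM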
NR2E3 ag-1: NR2E3 agonists in two-hybrid cells, primary screen, cell-based, luminescence, CHO-S, Gal4-NCOR/VP16-NR2E3. Photoreceptor-specific nuclear receptor (Homo sapiens), Q9Y5X4. luciferase. inhibition of corepressor binding, % at 3.98 µM. 360,000 tested, 0.35% active. AID 602229, 2012;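 active means inhibition above the mean of all tested compounds plus 3 SD, cut at about 70% in these data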;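 further: 0% = DMSO with NR2E3 transfected cells and 100% = cells lacking NR2E3 construct; higher means lower luciferase signal from less NR2E3 corepressor binding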
Target sequence (Q9Y5X4 whole entry, looked up, the tested form may be a part): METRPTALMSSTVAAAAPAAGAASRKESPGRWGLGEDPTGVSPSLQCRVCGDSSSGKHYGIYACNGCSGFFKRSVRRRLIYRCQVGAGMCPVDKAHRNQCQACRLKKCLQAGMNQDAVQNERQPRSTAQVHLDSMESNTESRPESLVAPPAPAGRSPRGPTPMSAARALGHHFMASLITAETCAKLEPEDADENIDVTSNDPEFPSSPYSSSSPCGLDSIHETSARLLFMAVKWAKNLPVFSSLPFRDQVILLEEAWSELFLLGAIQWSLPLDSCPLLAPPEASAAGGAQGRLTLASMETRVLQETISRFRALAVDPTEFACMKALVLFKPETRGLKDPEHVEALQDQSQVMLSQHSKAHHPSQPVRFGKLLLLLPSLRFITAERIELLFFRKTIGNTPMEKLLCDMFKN
HIF-2a block: HIF-2a reporter inhibitors, primary screen, luminescence, 786-0 RCC cells; inhibition, % at 18.8 µM; 786-0 RCC cells HIF-2a reporter, luciferase luminescence, overnight; 360,000 tested, 0.72% active; AID 624352, 2012;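 active means inhibition of the luminescence signal of 40% or more relative to plate controls, in a single-dose primary screen at 18.75 µM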
Exocytosis inh: LAMP-1 surface exposure blockers, TALL-104 cells – cell-based, flow cytometry, MLPCN library, primary screen; 360,000 tested, 0.66% active; AID 651702, 2012; inhibition, % at 10 µM; TALL-104 LAMP-1 surface exposure; cells stimulated with thapsigargin and PMA;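 active means inhibition above about 55%, limit read from the data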
PDI turbidity: inhibitors of human PDI, primary screen, biochemical, turbidity, single point, plate reader; 350,000 tested, 0.052% active; PDI insulin aggregation turbidity, A650, 90 min; Protein disulfide-isomerase (Homo sapiens), P07237; inhibition, % at 10 µM;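 active means mean inhibition across replicates of 30% or more, whatever share of single replicates reach that level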;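 further: absorbance from insulin aggregation driven by PDI reduction with DTT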
Target sequence (P07237 whole entry, looked up): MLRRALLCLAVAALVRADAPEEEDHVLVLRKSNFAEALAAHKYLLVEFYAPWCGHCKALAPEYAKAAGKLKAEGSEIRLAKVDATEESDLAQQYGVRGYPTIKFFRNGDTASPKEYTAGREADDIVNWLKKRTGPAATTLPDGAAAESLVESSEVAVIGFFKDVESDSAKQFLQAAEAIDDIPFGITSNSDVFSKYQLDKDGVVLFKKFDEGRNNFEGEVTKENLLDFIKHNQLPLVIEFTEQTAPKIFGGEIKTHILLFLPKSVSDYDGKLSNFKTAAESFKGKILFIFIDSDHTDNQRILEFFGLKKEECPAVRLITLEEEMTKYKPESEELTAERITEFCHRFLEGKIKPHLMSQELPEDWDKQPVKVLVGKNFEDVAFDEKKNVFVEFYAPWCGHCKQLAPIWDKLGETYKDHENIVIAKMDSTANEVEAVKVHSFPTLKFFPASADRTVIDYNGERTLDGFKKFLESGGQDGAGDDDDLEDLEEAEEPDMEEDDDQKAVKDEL
Vif imaging: HIV Vif self-association inhibitors, primary screen, imaging, HEK293T, single point; HEK293T cells, Vif self-association by quenched fluorescence, 24 h; 340,000 tested, 0.35% active; inhibition, % at 7.49 µM; in the data active means inhibition above about 50%, passing the limit was not always enough; further: some results filed as inactive read as strong as hits
CaV13 ICDI inh: Primary screen for inhibitors of IQ motif and Ca2+-dependent inactivation inhibitor domain binding in CACNA1D, Förster resonance energy transfer in living cells, …. HEK cells, CFP/YFP FRET ICDI-IQ, plate reader, 10 min; percent FRET-ratio fall versus neutral wells. inhibition, % at 12.3 µM. 340,000 tested, 0.098% active. AID 743397;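 active means mean replicate inhibition of at least 30% and at least 1% of replicates passing that level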;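 further: 0% = median of the neutral control wells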
NR2E3 ag-2: inhibitors of NR2E3-RetCOR corepressor binding, primary screen, NR2E3 agonist project, biochemical, TR-FRET, GST-NR2E3, biotin-RetCOR. inhibition of corepressor binding, % at 4.78 µM. 320,000 tested, 0.12% active. 1536-well. AID 2300, 2010. Photoreceptor-specific nuclear receptor (Homo sapiens), Q9Y5X4;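 active means percent inhibition above the cutoff of mean plus 3 SD of all tested compounds, set per screening campaign, cut at about 20% in these data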;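 further: 0% = DMSO wells and 100% = biotin wells as full block of FRET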
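Format: 1536-well format; test system: GST-NR2E3 and biotin-RetCOR proteins; read-out basis: percent inhibition of TR-FRET ratio; timing: 5 h incubation at 4 °C; detection: time-resolved FRET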
Starred values were filed as active, the others as inactive; / = not tested or not shown. Compounds were not picked by outcome; any-hit rate near 3.5%.

SMILES	iPSC survival up	MITF TRPM1 inh	aDG glyco act	Peg3 promoter	NR2E3 ag-1	HIF-2a block	Exocytosis inh	PDI turbidity	Vif imaging	CaV13 ICDI inh	NR2E3 ag-2
CN1C(=S)SC(N(O)C(=O)NC2CCCCC2)C1(C)C (configuration not stated)	-0.7	-2.5	-0.2	4.6	-12.2	26.3	-3.0	-2.1	4.6	-4.1	-3.2
CC(C)C[C@@H](CN1CCCC1CN1C(=S)NC[C@@H]1Cc1ccccc1)N1C[C@H](Cc2ccccc2)N(CCc2ccccc2)C1=S (some centres not stated)	-1.5	/	-0.3	/	3.9	-3.8	28.5	/	/	-7.0	/
COCCSc1ccccc1C(=O)Nc1ccccc1C(C)C	-1.4	-6.4	0.5	8.8	-20.4	19.7	-0.2	19.9	-2.5	-4.8	2.1
Cc1nc2c(N=Nc3ccccc3F)c(N)nn2c(N)c1C#N	-0.6	9.0	-0.1	-23.1	-40.5	-116.5	0.4	0.5	-15.7	4.4	-2.7
COCCN(C(=O)COC(=O)/C(=C/c1ccccc1)NC(C)=O)c1c(N)n(Cc2ccccc2)c(=O)[nH]c1=O	0.3	7.7	0.0	-1.1	13.4	11.1	-2.8	6.7	3.5	-7.5	/
Cc1ccccc1C(=O)N1CCN(c2ccc(NC(=O)c3ccc4c(c3)OCO4)cc2)CC1	0.4	11.9	2.3	14.2	75.3*	15.8	-2.0	0.0	-5.9	-18.5	-1.3
CN(C)C(=O)c1ccc(Nc2ncnc3sc4c(c23)CCCCC4)cc1	0.5	-1.2	-0.2	5.8	-8.0	17.3	1.4	-7.7	-30.2	-2.6	-0.3
CCC(/C=N/NC(=O)C(=O)N/N=C/C(CC)CC)CC	-3.3	-1.1	-0.3	3.9	4.5	17.8	0.8	-2.3	0.4	-11.2	2.0
CC(C)NC(=O)c1onc(CSc2cccc3ccccc23)c1C(=O)O	1.0	14.3	-0.1	15.4	31.9	12.7	-4.7	8.9	-1.8	-10.8	4.8
CCCOc1ccccc1/C=C(\C#N)C(=O)Nc1cccnc1	0.3	-72.2	-0.1	-150.8	-5.5	-88.1	-0.9	-1.1	-13.5	4.9	-2.9
COc1ccc(Cl)cc1N1C(=O)CC(Sc2ccccc2N)C1=O (configuration not stated)	-0.2	3.9	0.0	28.1	5.7	20.6	-8.3	4.5	-6.5	-16.7	2.5
COc1cc(/C=N/NS(=O)(=O)c2ccc(C)c([N+](=O)[O-])c2)ccc1O	0.4	14.6	-0.1	11.5	5.5	14.3	1.2	2.5	5.7	1.2	-1.1
CC(=O)Cc1cc2cc([N+](=O)[O-])ccc2oc1=O	1.1	/	0.0	6.7	-26.6	7.7	-4.2	-0.9	2.7	-4.2	-0.2
Cc1ccc(NC(=O)N(O)C2CCCCC2C#N)cc1 (configuration not stated)	-0.5	-23.9	0.0	-158.6	-92.7	-256.9	-6.6	3.1	2.0	-9.9	/
CCC(C)C(NC(=O)OC(C)(C)C)C(=O)NC(Cc1ccccc1)C(=O)OC (configuration not stated)	-2.1	-0.1	-0.2	5.6	-5.7	17.5	-0.8	-5.0	1.4	/	-2.5
CC(C)CC(=O)N1CCN(C(=O)CCC2CCCC2)CC1	6.7	8.6	-0.1	-2.9	-19.3	8.4	-2.5	-0.8	7.1	/	-1.4
N#Cc1ccccc1OCC(=O)Nc1nnc(C2CC2)s1	-0.2	-44.0	-0.2	-173.7	-60.4	-144.9	5.8	-5.7	-3.0	-19.1	-0.2
CCC1NC(=O)c2cccnc2-n2c1nc1ccc(OC)cc1c2=O (configuration not stated)	1.1	/	-0.1	7.7	-26.3	-3.1	-1.0	-1.2	/	-5.3	/
NS(=O)(=O)c1ccc(CCNC(=O)CSc2ccccc2)cc1	1.1	5.2	-0.2	5.4	-9.6	14.1	-1.7	-12.3	40.6	2.5	5.9
CN(C)CCNc1nc2c(c(=O)[nH]c(=O)n2C)n1CCCc1ccccc1	0.3	-0.5	0.0	-3.2	-14.0	-2.8	-2.0	0.8	-14.7	-6.6	2.9
Cc1c(C(=O)N2CCC(Cc3ccccc3)CC2)cccc1[N+](=O)[O-]	-0.8	9.4	-0.3	16.8	11.7	23.7	-1.1	4.3	-18.5	7.6	-2.8
COc1ccc(CCNC(=O)CSCc2ccc([N+](=O)[O-])cc2)cc1OC	0.9	-4.4	-0.3	5.9	-0.4	5.6	0.9	-6.6	-1.9	-1.8	0.8
C=CCn1c(Cc2cccs2)nnc1SCC(=O)c1cccc(Br)c1	-1.6	9.1	0.1	-3.3	-10.0	-2.8	1.4	-3.4	18.7	-3.9	-1.7
CC(O)(c1ccccc1)c1nc(-c2cccc(C(=O)O)c2)cs1 (configuration not stated)	1.8	/	0.0	-275.2	-146.0	-202.4	1.5	-0.7	22.4	-6.1	/
CCCCN(CC)C(=O)Cn1ncc2c3ccccc3n(CCC)c2c1=O	1.3	-1.1	0.0	20.7	-28.3	24.5	-8.0	3.2	-8.3	-2.1	/

(listing goes on)
SMILES	iPSC survival up	MITF TRPM1 inh	aDG glyco act	Peg3 promoter	NR2E3 ag-1	HIF-2a block	Exocytosis inh	PDI turbidity	Vif imaging	CaV13 ICDI inh	NR2E3 ag-2
COc1cc(S(=O)(=O)NC2CCCCC2C)ccc1Cl (configuration not stated)	0.7	-0.9	0.2	-16.0	-0.3	-40.5	-2.8	1.2	3.8	-1.3	2.0
NS(=O)(=O)c1ccc(NC(=O)c2ccc3c(c2)CCN3S(=O)(=O)c2ccccc2)cc1	-0.4	7.8	-0.2	15.6	-11.1	19.6	3.8	1.0	-6.7	-7.2	-1.2
Cc1ccc(C(=O)NCC(=O)OCC(=O)c2c(N)n(C)c(=O)n(C)c2=O)cc1C	-3.1	13.7	0.0	7.0	-3.1	7.9	5.6	-5.7	13.7	-5.6	/
CN(Cc1nc2ccccc2n1C)S(=O)(=O)c1ccc(F)cc1	-0.5	-15.5	0.2	-20.5	-17.7	-22.7	1.5	-9.1	2.8	-5.6	1.8
COc1ccc(Nc2nc(C)cc(=O)[nH]2)c(OC)c1	3.6	5.4	-0.1	9.2	-15.9	14.5	0.7	16.9	17.7	/	0.1
COc1ccc(-c2nnn(CC(=O)N(CC(=O)NC3CCCC3)c3ccccc3F)n2)cc1OC	-0.2	-1.5	-0.1	-3.0	-23.9	19.2	6.6	-0.9	0.7	-1.9	4.6
CN1C(=O)C2C3c4ccccc4C(c4ccccc43)[C@@H]2C1=O (some centres not stated)	-0.4	1.9	0.1	7.2	-30.2	21.4	1.5	-4.1	-9.6	-17.0	-4.1
CCOC(=O)Cn1nnc(-c2cc(OC)c(OC)c(OC)c2)n1	-0.6	-2.7	0.3	23.3	23.0	10.9	-0.4	2.7	5.8	/	1.3
NNC(=O)CSc1cccc2cccnc12	0.9	-0.8	-0.1	6.3	-16.9	16.0	-0.5	-2.1	4.0	-2.8	0.5
CCCCN1CCNC[C@@H]1Cc1ccccc1	-2.1	4.7	0.4	-4.9	-41.5	13.8	12.5	3.6	6.5	-10.0	-3.5
CCOC(=O)C1C(c2ccc(OC)c(OC)c2)c2c([nH][nH]c2=O)CC1(C)O (configuration not stated)	-0.4	1.0	0.0	30.3	7.1	16.8	-0.9	1.4	-1.5	-9.2	3.4
Cc1ccc(CNC(=O)C2CCN(S(=O)(=O)N3CCC4(CC3)OCCO4)CC2)cc1	-0.7	-10.6	0.0	18.4	-7.8	13.0	1.8	7.4	/	-4.8	-1.5
O=C(Cn1cnc2ccccc2c1=O)NCCC(=O)Nc1ccc2c(c1)OCO2	0.1	-0.8	-0.1	4.5	-1.5	20.3	2.0	-6.7	-2.8	-6.8	0.2
COc1ccc(C(=O)/C=C2/Sc3cc4c(cc3N2C)OCO4)cc1	-1.8	-2.9	0.5	-91.3	12.2	-105.5	-3.4	-7.9	6.7	-1.4	-31.3
O=C1CSC(c2ccccc2O)N1Cc1ccccc1 (configuration not stated)	-0.4	6.3	-0.1	25.7	12.1	20.1	8.3	6.4	3.5	-20.1	-0.9
Cc1ccc(F)c(S(=O)(=O)NC(=O)C2(C)CCN2C(=O)C2(c3ccc(Cl)cc3)CC2)c1 (configuration not stated)	-0.3	/	-0.4	-5.5	-19.4	1.6	-2.2	-2.0	-2.6	-10.7	/
O=C(NCc1cccnc1)c1cc(C2CCCN(S(=O)(=O)c3ccccc3)C2)on1 (configuration not stated)	-1.7	/	0.0	6.6	-14.4	1.9	-5.6	-10.9	-8.4	-8.9	/
Cc1sc(N2CCN(S(=O)(=O)c3ccc4c(c3)NC(=O)CO4)CC2)nc1-c1ccccc1	0.1	-1.8	0.4	-4.0	-6.6	-14.5	-0.8	-5.2	-0.8	-6.7	0.9
O=C(c1ccco1)N1CCN(c2c([N+](=O)[O-])nn(-c3ccc(Cl)cc3)[n+]2[O-])CC1	-0.5	0.3	0.0	3.9	3.7	12.8	-2.9	1.1	-5.3	-7.2	-2.9
CCOC(=O)/C=C1\Nc2ccccc2SC1=O	0.8	3.2	0.2	12.5	-17.9	2.5	-4.0	7.4	-2.1	-4.3	-1.2
COc1cc(CCCN[C@H](CN)Cc2ccccc2)cc(OC)c1OC	-0.1	4.2	0.1	-0.2	-32.7	11.2	5.9	0.0	-3.5	-5.2	-0.2
COc1ccc(CCNC(=O)CNC(=O)c2ccco2)cc1	-0.2	-6.1	0.0	0.8	6.0	9.4	-12.5	2.9	2.0	-3.9	0.0
COc1ccccc1NC(=O)CCCN1C(=O)C2CC=CCC2C1=O (configuration not stated)	-0.1	0.8	-0.1	11.8	-40.1	5.3	2.2	-0.7	3.3	-6.0	2.4

Retrieved by structure from the entries so far (5):
SMILES	iPSC survival up	MITF TRPM1 inh	aDG glyco act	Peg3 promoter	NR2E3 ag-1	HIF-2a block	Exocytosis inh	PDI turbidity	Vif imaging	CaV13 ICDI inh	NR2E3 ag-2
O=C(Cn1cnc2ccccc2c1=O)NCCC(=O)Nc1ccc2c(c1)OCO2	0.1	-0.8	-0.1	4.5	-1.5	20.3	2.0	-6.7	-2.8	-6.8	0.2
CCC1NC(=O)c2cccnc2-n2c1nc1ccc(OC)cc1c2=O (configuration not stated)	1.1	/	-0.1	7.7	-26.3	-3.1	-1.0	-1.2	/	-5.3	/
COc1ccc(-c2nnn(CC(=O)N(CC(=O)NC3CCCC3)c3ccccc3F)n2)cc1OC	-0.2	-1.5	-0.1	-3.0	-23.9	19.2	6.6	-0.9	0.7	-1.9	4.6
CN(C)CCNc1nc2c(c(=O)[nH]c(=O)n2C)n1CCCc1ccccc1	0.3	-0.5	0.0	-3.2	-14.0	-2.8	-2.0	0.8	-14.7	-6.6	2.9
O=C(c1ccco1)N1CCN(c2c([N+](=O)[O-])nn(-c3ccc(Cl)cc3)[n+]2[O-])CC1	-0.5	0.3	0.0	3.9	3.7	12.8	-2.9	1.1	-5.3	-7.2	-2.9
